# a7 integrin act: qHTS for Activators of Integrin-Mediated Alleviation for Muscular Dystrophy; 350,000 tested, 0.064% active; Potency, µM (titrated, usually from 38.3 µM), without a hit: at the top dose activation, usual class: activators; AID 624291, 2012; alpha7betagal myoblasts, beta-gal FDG fluorescence, 48 h;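 also: potency is read from the fitted curve at half-maximal effect; 100% = response of the positive control SU9516; nearly all actives have a fitted effect of over 60% in size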
#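 Alpha7betagal+/- myoblasts (passage 13) were plated 16-24 hr, then exposed to compounds (1:260 dilution of DMSO stock) for 48 hours at 37C. After MPER lysis, β-galactosidase reporter activity was read as FDG fluorescence (ex 480/em 540) after 30 minutes.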
# Menin MLL FP TR: qHTS Assay for Inhibitors Targeting the Menin-MLL Interaction in MLL Related Leukemias: Competition With Texas Red Labeled MLL-derived Mutant Peptide; O00255; Menin + Texas Red MLL mutant peptide, fluorescence polarization; Potency, µM (highest dose often 61.6 µM), inactives show top-dose FP activity change, negative = inhibition, hits mostly inhibitors; 270,000 tested, 0.23% active; active = well fitted inhibition curve with a large enough effect in the polarisation, with a control signal flat, not every such curve was filed as active; inconclusive = small, poorly fitted or top-dose-only effect, or effect the other way, or a change in a side signal; inactive = no such curve, though single readings can be large or run the other way; the % refers to the polarisation; also: potency is read from the fitted curve at half-maximal effect; % of control where 0% means no effect; many of its hits are not listed in these tables
# Target sequence (O00255 whole entry, looked up): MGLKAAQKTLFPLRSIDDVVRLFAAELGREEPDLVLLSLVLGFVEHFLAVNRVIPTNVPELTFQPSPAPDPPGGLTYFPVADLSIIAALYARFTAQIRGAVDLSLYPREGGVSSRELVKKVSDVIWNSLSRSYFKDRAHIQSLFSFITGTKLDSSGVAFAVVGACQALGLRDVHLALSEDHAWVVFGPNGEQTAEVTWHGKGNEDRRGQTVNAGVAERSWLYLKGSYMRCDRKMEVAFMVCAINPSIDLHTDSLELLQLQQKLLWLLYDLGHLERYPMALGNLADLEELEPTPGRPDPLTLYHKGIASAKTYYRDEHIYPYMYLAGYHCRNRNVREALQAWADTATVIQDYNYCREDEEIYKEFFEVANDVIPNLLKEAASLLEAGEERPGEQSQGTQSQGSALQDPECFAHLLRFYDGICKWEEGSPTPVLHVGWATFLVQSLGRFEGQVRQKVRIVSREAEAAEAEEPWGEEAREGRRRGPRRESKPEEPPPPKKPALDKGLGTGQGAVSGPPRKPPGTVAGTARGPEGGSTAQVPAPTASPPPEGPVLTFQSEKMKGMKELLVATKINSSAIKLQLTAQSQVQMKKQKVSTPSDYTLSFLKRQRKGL
# MBNL1 CUG block: qHTS Assay for Inhibitors of MBNL1-poly(CUG) RNA binding; Muscleblind-like protein 1 (Homo sapiens), Q9NR56; Potency, µM (titrated, usually from 57.5 µM), for the others: at the highest dose activity change, negative = inhibition, hits mostly inhibitors; AID 2675, 2010; TR-FRET MBNL1-His/biotin-(CUG)12 binding, 665/545 ratio; 280,000 tested, 0.036% active; active = well fitted inhibition curve with a large enough effect in the signal ratio, with a control signal flat, not every such curve was filed as active; inconclusive = small, poorly fitted or top-dose-only effect, or effect the other way, or a change in a side signal; inactive = no such curve, though single readings can be large or run the other way; the % refers to the signal ratio; also: potency is read from the fitted curve at half-maximal effect; % is scaled to controls: 0 for no effect and ±100 for the full control effect
#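 TR-FRET between His-tagged MBNL1 and biotin-(CUG)12 RNA, detected with Tb anti-His antibody (0.055 ng/ul) and streptavidin-XL665 (5 nM), 60 min at room temperature. Compounds titrated 92 nM to 58 uM; 665/545 nm ratio normalized to buffer and complex controls.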
# ASM inhibitor: Inhibitors of Secretory Acid Sphingomyelinase (S-ASM): qHTS; 340,000 tested, 0.006% active; placental ASM, HMU-PC fluorogenic substrate, 60 min; Potency, µM (series often up to 57.5 µM), without a hit: at the highest dose activity change, negative = inhibition, hits mostly inhibitors; Sphingomyelin phosphodiesterase (Homo sapiens), P17405; also: potency is read from the fitted curve at half-maximal effect
#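 Fluorescence read-out (Ex 386 nm, Em 447 nm) after stopping the reaction at pH 10. Enzyme: ASM from human placenta; substrate HMU-PC0, 9 uM final; 60 min, 37 °C. Compound preincubation 10 min, ambient temperature.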
# A-T KAP1 phos: qHTS Assay for Identifying a Potential Treatment of Ataxia-Telangiectasia; 320,000 tested, 0.19% active; […] A-T fibroblasts, KAP-1 phosphorylation AlphaLISA; neocarzinostatin DNA damage 30 min before lysis; Potency, µM (series often up to 57.5 µM), without a hit: at the highest dose activation, usual class: activators; AID 485349, 2010; also: potency is read from the fitted curve at half-maximal effect; % of control where 0% means no effect; nearly all actives have a fitted effect of over 45% in size
#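 ATM-like activity read as KAP-1 phosphorylation via AlphaLISA donor/acceptor antibody pairs after lysis and 6 hr at 25C. Cells were ATM-null patient fibroblasts ([…], hTERT), dosed 60 min, then exposed to the DSB inducer NCS for 30 min.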
# Mito fusion yeast: qHTS Assay for Small Molecule Inhibitors of Mitochondrial Division or Activators of Mitochondrial Fusion; S. cerevisiae fusion-defective mutant growth rescue, CellTiterGlo 48 h; Potency, µM (titrated, usually from 46.1 µM), without a hit: at the top dose growth rescue (activation), hits mostly activators; 320,000 tested, 0.23% active;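 also: potency is read from the fitted curve at half-maximal effect; % of control where 0% means no effect; nearly all actives have a fitted effect of over 45% in size; temperature-sensitive fusion mutants such as fzo1-1 at 37 °C on non-fermentable ethanol glycerol medium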
#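 Read-out: ATP-based luminescence (CellTiterGlo, 10 min ambient) reporting growth of fusion-defective ts yeast after 48 hours at 37C on glycerol/ethanol YPEG medium in the presence of compound.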
# MLL CXXC-DNA inh: qHTS Fluorescence Polarization Assay for Inhibitors of MLL CXXC domain - DNA interaction. Histone-lysine N-methyltransferase 2A (Homo sapiens), Q03164. MLL-CXXC / FITC-HOXA9 DNA fluorescence polarization. Potency, µM (top dose mostly 115 µM), for inactives: at the top dose activity change, negative = inhibition, actives largely listed as inhibitors. 290,000 tested, 0.037% active; active = well fitted inhibition curve with a large enough effect in the polarisation, with a control signal flat, not every such curve was filed as active; inconclusive = small, poorly fitted or top-dose-only effect, or effect the other way, or a change in a side signal; inactive = no such curve, though single readings can be large or run the other way; the % refers to the polarisation; also: potency is read from the fitted curve at half-maximal effect
#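 Purified MLL-CXXC (added from a 7 uM solution) was preincubated 5 min at ambient with pinned compounds in 50 mM Tris-HCl pH 7.5, 50 mM NaCl, 1 mM DTT, 0.05% BSA. Fluorescein-labeled HOX-A9 DNA (50 nM solution) followed, 30 min, then polarization read.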
# TSHR antagonist: Antagonists of the Thyroid Stimulating Hormone Receptor: HTS campaign | TSHR-expressing cells, TSH-stimulated cAMP HTRF, 2 h; active compounds read low | Thyrotropin receptor (Homo sapiens), P16473 | activity change, negative = inhibition, % at 11.5 µM | 330,000 tested, 0.2% active | AID 504810, 2011;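 active = activity change below a set negative limit, meaning inhibition stronger than a set level, cut at about -70% in these data; inconclusive = activity change between two set negative limits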; also: % is scaled to controls: 0 for no effect and ±100 for the full control effect
#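 Read-out is FRET at 665 nm (cryptate excitation 337 nm) from a cryptate-tagged anti-cAMP antibody, competed by cell cAMP against cAMP-d2. Compounds are tested on freshly harvested TSHR cells challenged with 4nM TSH (EC80) for 2 hours at 37 deg C.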
# PTAP TSG101 blk: qHTS Assay for Iinhibitors of HIV-1 Budding by Blocking the Interaction of PTAP/TSG101; Fluorescence polarization, FITC-PTAP peptide / Tsg101 binding; Potency, µM (doses to about 115 µM), for the others: at the top dose activity change, negative = inhibition, hits mostly inhibitors; 340,000 tested, under 10 active; active = well fitted inhibition curve with a large enough effect in the main read-out, with a control signal flat, not every such curve was filed as active; inconclusive = small, poorly fitted or top-dose-only effect, or effect the other way, or a change in a side signal; inactive = no such curve, though single readings can be large or run the other way; also: potency is read from the fitted curve at half-maximal effect; % of control where 0% means no effect
# Target sequence (Q99816 whole entry, looked up): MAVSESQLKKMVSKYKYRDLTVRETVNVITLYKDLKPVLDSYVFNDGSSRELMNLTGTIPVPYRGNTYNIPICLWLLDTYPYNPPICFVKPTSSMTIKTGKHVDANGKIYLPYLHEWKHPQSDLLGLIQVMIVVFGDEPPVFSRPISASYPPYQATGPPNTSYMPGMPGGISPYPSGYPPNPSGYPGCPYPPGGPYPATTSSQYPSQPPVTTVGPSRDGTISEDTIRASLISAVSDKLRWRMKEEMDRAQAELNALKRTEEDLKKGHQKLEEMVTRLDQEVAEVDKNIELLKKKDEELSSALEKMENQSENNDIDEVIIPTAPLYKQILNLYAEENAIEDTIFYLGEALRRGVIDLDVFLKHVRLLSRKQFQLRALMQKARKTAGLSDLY
#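 Fluorescence anisotropy tracks displacement of a FITC-tagged PTAP peptide (50 nM) from the Tsg101 binding domain (10 uM), following a 20 min room-temperature incubation at pH 7.5.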
# TCR act: Activators of T cell receptors: qHTS campaign; Potency, µM (doses to about 9.22 µM), for inactives: top-dose activation of IL-2 secretion, hits mostly activators; primary human leukocytes, anti-CD3, IL-2 HTRF, 48 h; AID 504894, 2011; 330,000 tested, under 10 active; also: % of control where 0% means no effect
#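 Using a-CD3 beads without co-stimulation, primary human leukocytes were exposed to compounds for 48 hr. An HTRF IL-2 kit measured the cytokine, with europium-to-d2 energy transfer producing emission at 665nm upon 320nm excitation.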
# An asterisk follows results filed as active; ? = inconclusive; · = not tested or not shown; [ ] = remark or other dose. Unless noted, calls follow the shape of the dose curve; as a rule, active = well fitted curve in the direction sought with a large enough effect; inconclusive = small, poorly fitted or top-dose-only effect, or another doubt; inactive = no such curve, though single readings can be large; an effect the other way counts as inactive or inconclusive. Not all compounds are listed; count on the stated rates, not on these rows.
SMILES,a7 integrin act,Menin MLL FP TR,MBNL1 CUG block,ASM inhibitor,A-T KAP1 phos,Mito fusion yeast,MLL CXXC-DNA inh,TSHR antagonist,PTAP TSG101 blk,TCR act
Cc1ccsc1/C=C/c1ccc2cccc(O)c2n1,-60%[inhibitor],?,15%,-2%,1%,10%,-14%,-5,2%,-2%
Cc1onc(-c2ccccc2Cl)c1C(O)c1ccc(F)cc1 (stereo not drawn),8%,27%,-5%,-4%,?,7%,4%,9,-4%,4%
CN(CCOCCOc1ccc2ccccc2c1)Cc1ccccc1,-37%,-3%,1%,-1%,5%,-10%,-1%,5,-8%,1%
Cc1ccc(S(=O)(=O)NCc2ccco2)cc1C,-8%,-1%,-13%,-2%,-5%,-2%,4%,-6,-10%,-1%
Cc1c(C(=O)N2CCOCC2)sc(NC(=O)C(C)C)c1C#N,10%,0%,-1%,2%,-3%,-3%,7%,6,-3%,-2%
O=C(Cc1cccs1)NNC(=S)NCc1ccco1,-21%,0%,7%,2%,3%,1%,13%,-1,-1%,3%
O=C(COC(=O)c1ccco1)NCCc1ccc(Cl)cc1,-25%,·,·,-2%,-2%,6%,·,4,0%,6%
COc1ccc(CNC(=O)C(c2ccc(O)cc2)N(Cc2ccco2)C(=O)c2snc(C(N)=O)c2N)cc1 (stereo not drawn),-10%,·,?,33%,3%,-8%,·,-9,0%,0%
CCN(C(=O)CSc1nc2ccccc2n1CCc1ccccc1)C1CCS(=O)(=O)C1 (stereo not drawn),14%,·,-2%,-3%,-3%,-3%,-6%,8,-5%,1%
Cn1c(C(=O)NCc2cccs2)cc2oc3ccccc3c21,-3%,13%,-11%,-7%,15%,1%,5%,-1,-2%,-2%
CC(=O)NCCCc1nc2ccccc2n1Cc1ccc(C)cc1,-8%,6%,-7%,-2%,-1%,-2%,3%,6,1%,-3%
CCOc1nc(SCCOc2ccc(Cl)cc2Cl)nc(N(C)C)n1,-16%,0%,-12%,-16%,12%,6%,7%,0,1%,-4%
Cc1cc(C)n2nc(SCc3cc(=O)oc4cc(O)ccc34)nc2n1,·,·,11%,·,-1%,-2%,-6%,4,·,·
Cc1cccc(NC(=O)NC2CCCCCCC2)c1C,13%,·,-2%,-1%,2%,-4%,-5%,-3,-1%,-3%
O=C(CSc1ccc(-c2cccs2)nn1)N1CCCCC1,19%,5%,39%[activator],0%,4%,-5%,-3%,-12,-3%,-1%[46.1 µM]
Cn1c(N)c(C(=O)CSc2nnnn2-c2ccccc2)c(=O)n(C)c1=O,15%,·,·,7%,0%,-1%,-14%,1,-3%,2%
O=C(COC(=O)c1cnccn1)c1ccc2c(c1)CCCC2,0%,-20%,5%,1%,-33%,-3%,5%,·,-8%,8%
O=S(=O)(NCc1csc(-c2cccnc2)n1)c1ccc(F)cc1,-3%,12%,7%,3%,10%,-3%,16%,-2,-4%,3%
O=C(O)CSc1nc(-c2ccccc2)nc2c1oc1ccccc12,-14%,10%,7%,19%,2%,3%,2%,-28,-6%,-1%
CC(C)CCNC(=O)c1ccccc1NC(=O)C1=CSCCO1,-29%,·,4%,2%,-3%,0%,11%,-6,-1%,-7%
CC(NC(=O)c1ccc(-c2cc(C(F)(F)F)ccc2Cl)o1)c1ccccc1 (stereo not drawn),-7%,-9%,4%,1%,1%,0%,6%,-4,-2%,4%
O=C(O)C(O)Cc1c[nH]c2ccccc12 (stereo not drawn),-5%,1%,-15%,0%,3%,0%,5%,1,0%,3%
Cc1ccc(-c2nn(-c3ccccc3)cc2/C=N/n2c(-c3cccs3)n[nH]c2=S)cc1,?,·,-10%,-5%,1%,13%,-3%,-9,-1%,2%
CCOc1ccccc1CNC(=O)c1ccc(NC(=O)C2=CSCCO2)cc1,-37%,·,1%,-2%,-5%,4%,5%,-10,1%,-2%
CCCn1c(SCC(=O)NC(C)C)nc2sc3c(c2c1=O)CCC3,0%,-18%,-1%,-3%,0%,25%,2%,-5,-5%,7%
Cc1ccc(S(=O)(=O)N(C)C)cc1-n1c(SCC(=O)Nc2ccc(F)c(F)c2F)nc2ccccc2c1=O,-9%,-6%,-13%,-1%,0%,5%,4%,-5,1%,7%[46.1 µM]
O=c1c2ccccc2nc(-c2ccc(Br)cc2)n1Cc1ccccc1,-33%,-2%,-10%,?,-1%,3%,4%,3,-1%,·
CCOC(=O)C1=C(C)C(c2ccc(OC)cc2OC)NC(=O)N1 (stereo not drawn),-24%,-18%,7%,0%,-5%,0%,-4%,11,-2%,-3%[46.1 µM]
O=C(NNC(=S)NC(=O)c1ccco1)c1ccc(NC(=O)c2ccccc2)cc1,-35%,?,12%,-4%,-3%,-8%,6%,17,2%,11%
COc1ccccc1CNc1nc(SC)ncc1CO,-17%,-9%,-18%,5%,4%,3%,-1%,4,-5%,-6%
Cc1ccc(NC(=O)COC(=O)/C=C/c2cccs2)c(C)c1,31%,1%,·,5%,1%,-1%,3%,1,-2%,1%[46.1 µM]
CCCC(=O)Nc1nnc(SCC(=O)Nc2nc(C)cs2)s1,5%,·,-3%,-2%,-1%,2%,14%,-9,0%,-2%
COc1cc2c(c(OC)c1OC)-c1c(cc3c(c1OC)OCO3)C1OC2[C@@H](C)[C@H]1C (stereo partly drawn),16%,·,-15%,5%,29%,11%,-5%,-5,0%,-1%
COc1ccc(C(C)(C)C)cc1NC(=O)COC(=O)C1=NNC(=O)CC1,?,·,·,0%,-5%,2%,·,18,-6%,-2%
Cc1oc2c(c1C(=O)O)C(=O)c1ccccc1C2=O,1%,-4%,?,0%,-1%,-2%,?,13,0%,1%
Cc1nn2c(-c3cccc(NC(=O)CN4CCOCC4)c3)nnc2c2ccccc12,30%,·,·,0%,·,·,·,·,-6%,-3%
Cc1ccc(NC(=O)c2ncn(CCCNCC3CCCO3)n2)cc1C (stereo not drawn),32%,·,·,-3%,·,·,·,·,-1%,3%
COc1ccc(-c2nnn(CC(=O)N(CCO)C(C(=O)NC3CCCC3)c3ccncc3)n2)cc1 (stereo not drawn),-17%,0%,-5%,6%,15%,-1%,7%,16,-1%,0%
COc1ccc(C2C(C(=O)N3CCOCC3)c3ccccc3C(=O)N2c2ccc(OC)cc2)cc1 (stereo not drawn),-15%,-5%,4%,4%,8%,2%,0%,-1,-7%,0%
COc1cccc(N2C(=NC(=O)C3CCCO3)SC3CS(=O)(=O)CC32)c1 (stereo not drawn),-12%,·,-3%,10%,33%,-4%,68%[activator],-31,0%,11%
CC(C)CC(=O)Nc1sc2c(c1C(=O)O)CCCCC2,-18%,23%,0%,0%,3%,15%,7%,-14,-2%,0%
COc1ccc(NS(=O)(=O)c2cc(NC(=O)c3nc4nc(C)cc(C)n4n3)ccc2C)cc1,-3%,-12%,-7%,-21%,-4%,1%,3%,-8,-4%,-1%
O=c1c2[nH]c3ccccc3c2ncn1CCN1CCNCC1,4%,-12%,2%,2%,-1%,-4%,8%,-1,-5%,-3%
Cc1cccc(OCC(=O)OCC(=O)c2c(N)n(C)c(=O)n(C)c2=O)c1C,22%,-2%,4%,-2%,1%,2%,-4%,2,-3%,-29%
COc1ccc(CN2CCN(C(=O)Cn3nc(C(=O)O)c4ccccc4c3=O)CC2)cc1F,1%,9%,?,7%,1%,0%,-2%,-5,-1%,6%
COc1c(C)cc(C(=O)C2CCCN(C(=O)c3cccc(F)c3)C2)cc1C (stereo not drawn),-17%,?,3%,2%,3%,5%,4%,2,0%,-4%

# From PubChem BioAssay
